Dicer processing: human Dicer pre-microRNA cleavage inhibition. cat-ELCCA pre-miR-21 Dicer processing, chemiluminescence; hits give high values. 47,000 tested, 6% active. z-score at 25 µM. AID 1347074; in the data active = z-score above about 3, passing the limit was not always enough;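 also: plate controls were vehicle for no effect and no enzyme for full effect; higher signal means more uncleaved substrate so more Dicer inhibition; strong numbers were not always called active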
Target sequence (Q9UPY3 whole entry, looked up): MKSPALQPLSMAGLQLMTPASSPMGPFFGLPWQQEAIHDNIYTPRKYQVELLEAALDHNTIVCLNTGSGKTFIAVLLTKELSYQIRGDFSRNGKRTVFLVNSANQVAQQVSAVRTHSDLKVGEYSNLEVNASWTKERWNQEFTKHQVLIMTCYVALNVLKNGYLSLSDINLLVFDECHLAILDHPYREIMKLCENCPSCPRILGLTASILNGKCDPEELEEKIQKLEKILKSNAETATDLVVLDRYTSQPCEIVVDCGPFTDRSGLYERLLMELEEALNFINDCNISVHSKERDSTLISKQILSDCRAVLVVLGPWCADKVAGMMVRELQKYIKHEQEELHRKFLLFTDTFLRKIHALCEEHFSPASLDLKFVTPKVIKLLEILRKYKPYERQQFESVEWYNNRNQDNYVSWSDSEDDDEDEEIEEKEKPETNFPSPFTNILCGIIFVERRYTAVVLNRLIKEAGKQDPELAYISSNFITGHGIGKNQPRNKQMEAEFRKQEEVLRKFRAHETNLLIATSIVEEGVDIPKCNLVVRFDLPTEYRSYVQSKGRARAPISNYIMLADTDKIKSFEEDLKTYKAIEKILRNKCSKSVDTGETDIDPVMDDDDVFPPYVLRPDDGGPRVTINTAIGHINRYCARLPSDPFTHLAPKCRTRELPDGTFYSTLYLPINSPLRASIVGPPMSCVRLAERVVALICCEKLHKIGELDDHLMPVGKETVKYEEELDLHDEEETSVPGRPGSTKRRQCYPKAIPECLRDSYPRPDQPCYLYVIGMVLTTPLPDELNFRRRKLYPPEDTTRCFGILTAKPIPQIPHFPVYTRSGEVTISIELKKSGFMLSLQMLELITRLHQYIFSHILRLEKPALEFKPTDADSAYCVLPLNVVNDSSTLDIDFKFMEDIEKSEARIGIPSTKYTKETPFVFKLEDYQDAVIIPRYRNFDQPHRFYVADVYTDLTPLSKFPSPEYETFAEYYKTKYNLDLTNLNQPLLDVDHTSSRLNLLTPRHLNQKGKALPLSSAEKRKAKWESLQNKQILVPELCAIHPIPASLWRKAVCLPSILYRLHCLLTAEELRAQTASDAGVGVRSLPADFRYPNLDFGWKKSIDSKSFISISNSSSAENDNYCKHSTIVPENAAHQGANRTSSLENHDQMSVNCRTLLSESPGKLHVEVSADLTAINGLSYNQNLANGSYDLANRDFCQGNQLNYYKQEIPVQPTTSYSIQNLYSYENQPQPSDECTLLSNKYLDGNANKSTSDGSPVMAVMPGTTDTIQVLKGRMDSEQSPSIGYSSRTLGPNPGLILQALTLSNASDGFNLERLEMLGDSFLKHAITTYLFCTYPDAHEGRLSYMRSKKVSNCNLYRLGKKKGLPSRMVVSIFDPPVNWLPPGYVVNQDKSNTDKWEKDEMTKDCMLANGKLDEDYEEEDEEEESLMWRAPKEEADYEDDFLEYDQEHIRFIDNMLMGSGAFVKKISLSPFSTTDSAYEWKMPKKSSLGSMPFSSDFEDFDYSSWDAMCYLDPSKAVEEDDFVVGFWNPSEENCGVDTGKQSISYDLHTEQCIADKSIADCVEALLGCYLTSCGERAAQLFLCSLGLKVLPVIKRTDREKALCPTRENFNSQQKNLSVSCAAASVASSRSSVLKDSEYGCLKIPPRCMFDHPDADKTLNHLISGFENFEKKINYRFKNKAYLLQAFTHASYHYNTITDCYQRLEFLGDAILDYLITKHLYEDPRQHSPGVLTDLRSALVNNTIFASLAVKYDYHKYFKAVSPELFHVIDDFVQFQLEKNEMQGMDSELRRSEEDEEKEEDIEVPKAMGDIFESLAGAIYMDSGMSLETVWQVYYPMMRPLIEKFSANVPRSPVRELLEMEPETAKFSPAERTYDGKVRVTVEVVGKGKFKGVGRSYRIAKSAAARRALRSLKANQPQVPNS
* hit, by the source's call; & = joins results of further samples. Only part of the results is shown; count on the stated rates, not on these rows.

SMILES	Dicer processing
CNC(=O)c1cccc2cccc(S(=O)c3ccccc3)c12 (stereo not drawn)	-0.72
N#Cc1c(NC(=O)c2ccc(Cn3cc(Cl)cn3)cc2)sc2c1CCCC2	0.74
O=c1[nH]cc(O)n1-c1cccc2ncccc12	2.7
CC(C)(C)OC(=O)NC(Cc1ccccc1)C(=O)NCc1ccccc1 (stereo not drawn)	4.6*
COc1cc(S(=O)(=O)N2CCC(C)CC2)ccc1Cl	-0.36
COc1ccc(S/C(=N/N(C)C)c2cc(C(F)(F)F)cc(C(F)(F)F)c2)cc1OC	-2.8
O=C(OCc1ccccc1)c1cnc(N2CCOCC2)nc1C(F)(F)F	-1.8
CCOC(Cc1nnc(SCC(=O)c2ccc(Cl)cc2Cl)n1C)OCC	0
CC(C)(C)c1nnc(NC(=O)Nc2ccc(OC(F)(F)F)cc2)s1	0.21
O=C1CSc2nc(-c3ccccc3)c(-c3ccccc3)n21	-0.62
CSc1nc(N)n2nc(-c3ccc(Cl)cc3)cc2n1	0.43
O=C(CC(C(=O)O)c1c[nH]c2ccccc12)c1ccccc1 (stereo not drawn)	-0.77
CCN(CC)c1ccc(C2Nc3ccccc3-c3cc(C)nn32)c(O)c1 (stereo not drawn)	0.47
CC1=C(C(=O)OCCc2ccccc2)C(c2ccc(C)o2)C2=C(CC(c3cccs3)CC2=O)N1 (stereo not drawn)	1.2
Cc1cnc(NS(=O)(=O)c2ccccc2)c(C)n1	-0.69
O=C(N/N=C/c1cc([N+](=O)[O-])ccc1N1CCCCC1)c1ccccc1	0.11
c1ccc2c(c1)c1ccccc1n2CN1CCCCC1	0.24
CC1(C)O[C@H]2O[C@H](CO)[C@@H](O)[C@H](O)[C@H]2O1	-1.5
CCOC(=O)/C(C#N)=C/N=C(N/N=C(\C)c1ccc(Br)cc1)SC	0.1
O=C1CC(c2ccccc2)CC2=C1C(c1cccc(Cl)c1)Nc1ccccc1N2 (stereo not drawn)	1.5

An excerpt from above in order of count of non-hydrogen atoms, ascending:
SMILES	Dicer processing
O=c1[nH]cc(O)n1-c1cccc2ncccc12	2.7
O=C1CSc2nc(-c3ccccc3)c(-c3ccccc3)n21	-0.62
CC(C)(C)c1nnc(NC(=O)Nc2ccc(OC(F)(F)F)cc2)s1	0.21
O=C(OCc1ccccc1)c1cnc(N2CCOCC2)nc1C(F)(F)F	-1.8

(cont.)
SMILES	Dicer processing
CCNc1nc(Cl)nc(Oc2ccc(=O)n(-c3ccccc3)n2)n1	-0.57
O=C(NC1Cc2ccccc2C1)c1nnc(-c2ccccc2)o1	-1.5
Cc1cc(=O)[nH]c(SCc2ccccc2Cl)n1	2.5&-0.39
Cn1c(C(=O)N/N=C/c2ccccc2Cl)cnc1SCc1ccc(Cl)cc1	0.03
C=CCN1C(C(=O)c2ccccc2)=C(OC(=O)COc2ccc(C)cc2)c2ccccc2S1(=O)=O	-0.08
CCOC(=O)c1c(Cl)c(C(C)(C)C)nc(Sc2ccccc2)c1C#N	-0.66
CN(C)CCNc1nc2c(c(=O)[nH]c(=O)n2C)n1Cc1cccc(Br)c1	-2.9
O=C1C=C(NCc2ccc3c(c2)OCO3)CC(c2ccccc2)C1 (stereo not drawn)	0.52
COc1ccccc1-c1nn2c(-c3ccccc3Cl)nnc2s1	-0.43
COc1cc2c(c(OC)c1OC)C(=O)/C(=C/N(C)C)C2	-2.3
O=C(Cc1cccc2c(S(=O)O)cccc12)NC(c1ccccc1)c1ccccc1	0.29
O=c1[nH]c2ccc(S(=O)(=O)N3CCCCC3)cc2s1	-5.8
O=C(NCCCO)C(=O)NC1CCCCC1	-0.51
CNC(=O)NC(=S)NC(=O)c1ccc(C)cc1	-0.94
CCOC(=O)C1(C)C=C(Nc2ccc(OCC)cc2)C(=O)N1c1ccc(OCC)cc1 (stereo not drawn)	3.2*
CC[C@H](NC(=O)c1c(C)c(-c2ccccc2)nc2ccccc12)c1ccccc1	-0.5
Cc1cccc([N+](=O)[O-])c1-c1c(C)cccc1[N+](=O)[O-]	-0.93
C=CCn1cnc2sc(-c3ccccc3)cc2c1=O	-0.41
COc1cc(N)c(Cl)cc1C(=O)NC1CCN(Cc2ccccc2)CC1	0.51
Nc1nc(Cl)nc2c1ncn2[C@@H]1O[C@H](CO)[C@H](O)C1O (stereo partly drawn)	0.15
Nc1nonc1-n1nnc(C(=O)O)c1-c1ccc(C2CCCCC2)cc1	0.92
Nc1nc(SCC(=O)NCCCO)nc2sc3c(c12)CCCC3	0.12
CCNC(=O)C(Cc1ccccc1)NC(=O)OC(C)(C)C (stereo not drawn)	-0.56
C=CCOC(=O)c1sc(N2C(=O)c3oc4ccccc4c(=O)c3C2c2cccc(O)c2)nc1C (stereo not drawn)	-0.66
CCCCCOc1ccc(C2C(C(=O)OC(C)C)=C(C)N=C3SCCC(=O)N32)cc1OC (stereo not drawn)	1.3
COc1ccc(-c2nnc(SCc3ccccc3Cl)o2)c(OC)c1	-0.1
CSc1cccc(NC2OC(=O)c3ccccc32)c1 (stereo not drawn)	-4.3
CCCc1cc(=O)[nH]c(SCc2cccc(C)c2)n1	1
O=c1[nH]c2cc(C(F)(F)F)ccc2n1-c1cc(C(F)(F)F)ccc1O	-0.6
CCc1ccc2[nH]c(C(=O)NC(C)COC)cc2c1 (stereo not drawn)	-1
CCOC(=O)c1ccc(N2C(=O)CS(=O)(=O)CC2=O)cc1	0.51
Cc1c(NC(=O)CN(c2cccc3ccccc23)S(C)(=O)=O)c(=O)n(-c2ccccc2)n1C	-0.85
Cc1ccc(N(C)/N=C/c2ccc(Cl)cc2Cl)nn1	-0.62
Cc1ccc(Oc2ncccc2[N+](=O)[O-])c2c1CCC2	-0.68
CCOC(=O)NC(=O)/C(C#N)=N/Nc1ccccc1	-0.78
CC(=O)C(Sc1nc2ccccc2s1)C(C)=O	-0.99
Cc1onc(-c2ccccc2Cl)c1C(=O)OCC(=O)c1ccccc1	4.3*
Cc1cc(C)n(-c2ccc(S(N)(=O)=O)cc2)n1	-0.36
Cn1cnc([N+](=O)[O-])c1Sc1nccc(-c2cccs2)n1	-0.1
CN(C)c1oc(-c2ccccc2)nc1C#N	0.11
COc1cccc(OCC(O)Cn2c[n+](C)c3cc(C)c(C)cc32)c1 (stereo not drawn)	-1.1
COc1ccc(OCC(F)(F)F)c(C(=O)Nc2cccnc2)c1	-0.44
OCCN1CCN(C2=Cc3ccccc3C2)CC1	0
O=C(c1ccc2c(c1)OCCO2)c1ccccc1Cl	-0.61
CCOC(=O)c1c(NC(=O)c2ccco2)sc2c1CCC(CC)C2 (stereo not drawn)	-3.1
Cc1cc2n(n1)C(c1sccc1C)Nc1ccccc1-2 (stereo not drawn)	1.2
Cc1ccc(N2C(=O)c3oc4cc(C)c(C)cc4c(=O)c3C2c2ccc(O)cc2)nc1 (stereo not drawn)	0.43
COCc1cc(=O)n2c([nH]c3ccccc32)c1C#N	0.94
CCCSc1nnc2c(n1)OC(c1ccc([N+](=O)[O-])o1)Nc1ccccc1-2 (stereo not drawn)	0.13
Cc1c(NC(=O)c2ccco2)cc2c(c1[N+](=O)[O-])C(C)(C)CC2(C)C	-0.47
Cc1nc(-c2ccc(Cl)cc2)sc1C(=O)NN	-0.77
FC(F)(F)c1cc(Nc2ccccc2)c2cccc(Cl)c2n1	1.2
O=C1C2C3c4ccccc4C(CO)(c4ccccc43)C2C(=O)N1c1ccc(F)cc1 (stereo not drawn)	4.9*
COc1ccc(Cc2nnc3sc(/C=C/c4ccccc4)nn23)cc1	2.6
CCCS(=O)(=O)c1cnc(C2COc3ccccc3O2)nc1N (stereo not drawn)	0.45
COc1c(Br)cc(Br)c2c1OCCO2	0.31
Cc1ccc(NC(=O)c2ccccc2)c(OC(=O)c2ccccc2)c1	-0.5
Cn1c(=O)c2[nH]c(NCc3ccccc3)nc2n(C)c1=O	2.4
Cc1ccc(NC(=S)N2CCc3sccc3C2C)cc1Cl (stereo not drawn)	-0.54
COc1nc(-c2ccccc2)ccc1-c1noc(-c2ccc(C)cc2)n1	1.5

In a second layout: results already given
mol | Dicer processing
CCN(CC)c1ccc(C2Nc3ccccc3-c3cc(C)nn32)c(O)c1 (stereo not drawn) | 0.47
CC1=C(C(=O)OCCc2ccccc2)C(c2ccc(C)o2)C2=C(CC(c3cccs3)CC2=O)N1 (stereo not drawn) | 1.2
Cc1cnc(NS(=O)(=O)c2ccccc2)c(C)n1 | -0.69

The main list resumes, starting 6 compounds before the break.
SMILES	Dicer processing
CCCS(=O)(=O)c1cnc(C2COc3ccccc3O2)nc1N (stereo not drawn)	0.45
COc1c(Br)cc(Br)c2c1OCCO2	0.31
Cc1ccc(NC(=O)c2ccccc2)c(OC(=O)c2ccccc2)c1	-0.5
Cn1c(=O)c2[nH]c(NCc3ccccc3)nc2n(C)c1=O	2.4
Cc1ccc(NC(=S)N2CCc3sccc3C2C)cc1Cl (stereo not drawn)	-0.54
COc1nc(-c2ccccc2)ccc1-c1noc(-c2ccc(C)cc2)n1	1.5
Cc1[nH]nc2c1C(c1ccc(OC(=O)N3CCOCC3)cc1)C(C#N)=C(N)O2 (stereo not drawn)	-1.4
CCCOC(=O)CSC1=C(C#N)C(c2ccc(C(C)C)cc2)CC(=O)N1 (stereo not drawn)	-1.1
CC(C)(C)OC(=O)N1Cc2ccccc2C[C@H]1C(=O)NCCN1CCCCC1	-1.8
Cc1nc2ccc(Br)cc2c(=O)o1	-0.27
N#Cc1ccc(S(=O)(=O)N2CCc3sccc3C2c2ccc(OC(F)(F)F)cc2)cc1 (stereo not drawn)	-1.4
N/C(Cc1ccc(F)cc1Cl)=N\O	0.86
Cc1cc(C)c2c3c(oc2n1)C(=O)N(c1cccc(C(F)(F)F)c1)CC(=O)N3	-2
CN(C)/C=N/c1nnc(Sc2nc3cc(Cl)ccc3s2)s1	-3.2
Cc1nn(CC(=O)N/N=C/c2c(F)cccc2Cl)c(C)c1Br	-1.9
CCCNC(=O)Nc1nc(CC(=O)OCC)cs1	0.67
CCOC(=O)C1=C(C)NC2=C(C(=O)CCC2)C1c1cccnc1 (stereo not drawn)	2.2
COC(=O)c1cnc(Oc2c(Cl)cc(N)cc2Cl)cc1C(F)(F)F	-0.06
CCOc1cc(/C=C(\C#N)C(N)=O)ccc1O	-0.96
CC(=O)Oc1cc2sc(=O)oc2c2ccccc12	-4.4
CCCc1cnc(N2CCCN(C(=S)Nc3ccc(C)cc3)CC2)nc1	-0.74
CC(=O)Oc1ccc2c(=O)c(Oc3ccccc3)c(C(F)(F)F)oc2c1C	0.69
COc1ccc(C(=O)/C=C/S/C=C/C(=O)c2ccc(OC)cc2)cc1	0.52
CCOc1ccccc1Oc1coc2cc(OCC(=O)OC(C)(C)C)ccc2c1=O	1.1
CC(=O)Nc1cc2nc(N)sc2cc1C	1
Cc1oc(N)c(S(=O)(=O)/C(C#N)=C/c2cc(Cl)cc(Cl)c2)c1C	0.36
COC(=O)c1cnc(Sc2ccccc2NC(=O)Nc2cc(Cl)cc(Cl)c2)c([N+](=O)[O-])c1	-1.3
CCNC(=O)N(Cc1ccccc1)Cc1cccnc1	1.9
CCN(CC)CC(=O)N1c2ccccc2NC(=O)CC1C (stereo not drawn)	-1.6
CN1C2=C(C(=O)CC(C)(C)C2)C(c2ccc(O)cc2)C2=C1CC(C)(C)CC2=O	-1.2
Cc1cc(C)c2[nH]c(C)c(CN(C)C3CCCCC3)c(=O)c2c1	0.37
O=C(NCc1ccncc1)c1cc(-c2ccc3c(c2)OCO3)nc2ccccc12	1.3
COc1cc(Br)c(C2C(C(=O)OC(C)C)=C(C)NC3=C2C(=O)CCC3)cc1OC (stereo not drawn)	0.67
CC(C)CC(NC(=O)C(C)N)C(=O)O (stereo not drawn)	-0.33
CC1(C)SC(C(=O)O)N[C@H]1C(=O)O (stereo partly drawn)	3.1*
O=C(NNC(=S)NC1CC2CCC1C2)c1ccc(Cl)cc1 (stereo not drawn)	0.06
CC(C)(C)c1ccc(C(=O)C(C#N)=C2SCCCS2)cc1	-1.9
CC(C)(O)C#Cc1ccc(/C=N/Nc2c(Cl)cc(Cl)cc2Cl)cc1	2.5
Oc1ccc(F)cc1-c1ccnc2cc(-c3ccccc3)nn12	6
O=C(CN1/C(=C(/O)c2ccccc2)C(=O)c2ccccc2S1(=O)=O)c1ccc(Br)cc1	1.4
Clc1ccc(C2C=C(c3ccccc3)Nc3nnnn32)cc1 (stereo not drawn)	1.8
Cc1nc(N2CCN(c3cccc(Cl)c3)CC2)c2c(C)c(C)sc2n1	1.1
Cc1nn(C(=O)c2ccco2)c(C)c1Sc1ccc(Br)cc1	2.4
CCOc1ccc(C2C(C(=O)OC(C)C)=C(C)NC3=C2C(=O)CC(c2ccccc2)C3)cc1 (stereo not drawn)	2.3
CC(=O)OCC1OC(n2ccc(=O)[nH]c2=O)CC1OC(C)=O (stereo not drawn)	-0.08
N#Cc1cccnc1N1CCN(C(=O)Nc2ccccc2)CC1	2.8
O=S(=O)(Cc1ccccc1F)c1cccs1	-0.65
O=C(Nc1ccc(Cl)cc1)O/N=C1\CCSC1	0.64
COC(=O)c1ccc(COc2ccc3oc(C)c(C(=O)OC)c3c2)cc1	0.12
O=C(Nc1ccc(Cl)c(Cl)c1Cl)NC1CCSC1 (stereo not drawn)	1.6
COC(=O)c1scc(S(=O)(=O)C(C)C)c1N/N=C(\C#N)C(=O)c1cccs1	-0.24
O=C1c2oc3ccc(Cl)cc3c(=O)c2C(c2cccc(O)c2)N1Cc1ccccc1 (stereo not drawn)	2.6
C=CCN1C(=O)C(=O)c2ccccc21	0.65
COC(=O)C1=C(C)NC2=C(C(=O)c3ccccc32)C1c1cc(Cl)c(OCC(=O)O)c(OC)c1 (stereo not drawn)	-0.61
CCOc1ccccc1C1C2=C(Nc3c1c(=O)[nH]c(=O)n3CCCOC)c1ccccc1C2=O (stereo not drawn)	-1.2

A different layout for five compounds above.
| Compound | Dicer processing |
| --- | --- |
| COC(=O)c1ccc(COc2ccc3oc(C)c(C(=O)OC)c3c2)cc1 | 0.12 |
| O=S(=O)(Cc1ccccc1F)c1cccs1 | -0.65 |
| O=C(Nc1ccc(Cl)c(Cl)c1Cl)NC1CCSC1 (stereo not drawn) | 1.6 |
| COC(=O)c1scc(S(=O)(=O)C(C)C)c1N/N=C(\C#N)C(=O)c1cccs1 | -0.24 |
| COC(=O)C1=C(C)NC2=C(C(=O)c3ccccc32)C1c1cc(Cl)c(OCC(=O)O)c(OC)c1 (stereo not drawn) | -0.61 |

Assay outcomes (PubChem)
